Compound activity: PubChem, National Center for Advancing Translational Sciences (NCATS)
Epigenetic reg – epigenetic control regulation, reporter derepression | 280,000 tested, 0.2% active | Potency, µM (titrated, usually from 53.9 µM), for the others: top-dose GFP activation, most hits filed as activators | murine LDR cells, GFP reporter derepression, 30 h; active = well fitted activation curve with a large enough effect; inconclusive = small, poorly fitted or top-dose-only effect; note: % of control where 0% means no effect; nearly all actives have a fitted effect of over 60% in size
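Readout is the number of GFP-expressing murine LDR cells, counted by cytometry following washing. Cells were treated with compound for 30 h at 37 C; the stably integrated CMV-GFP locus is normally silent.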
Lamin A splicing – modulators of lamin A splicing; HeLa LMNA splicing GFP/RFP minigene ratio, 48 h; Potency, µM (top dose mostly 46.1 µM), without a hit: at the top dose ratio change, negative = inhibition, actives largely listed as inhibitors; 200,000 tested, 0.01% active; active = well fitted inhibition curve with a large enough effect in the signal ratio, with a control signal flat, not every such curve was filed as active; inconclusive = small, poorly fitted or top-dose-only effect, or effect the other way, or a change in a side signal; the % refers to the signal ratio; note: % is set by controls: 0 for no effect and ±100 for the full control effect
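Read-out is the ratio of GFP to DsRed2 object intensity, acquired by 488 nm laser-scanning cytometry on HeLa lamin A-EGFP minigene reporter cells. Compound incubation 48 hrs at 37 °C in Opti-MEM with 2% FBS; DMSO 0.5% final.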
* marks the source's active call; other numbers are inactive results; ? = inconclusive; [ ] = dose if it differs, or a comment. Potency is the fitted concentration of half-maximal effect. Only part of the results is shown, so the mix of outcomes need not match the whole.

SMILES | Epigenetic reg | Lamin A splicing
Cc1ccc(-n2ncc3c(NCCCn4ccnc4)ncnc32)cc1Cl | 1.8% | -9%[46 µM]
Cc1ccc(CSc2nc3ccc(NC(=O)CC(C)C)cc3s2)cc1 | -3.2% | 20%[46 µM]
O=C(Nc1ccc(Cl)cc1C(F)(F)F)c1cc(S(=O)(=O)NCc2ccccc2)ccc1F | 2.5% | -8%[46 µM]
CC(C)c1nc2ccc(C(=O)NCCCN3CCN(c4ccccc4F)CC3)cc2o1 | -1.7% | -8%[46 µM]
CCCN1CCN(C(=O)Cn2c(-c3cccs3)cc3ccccc32)CC1 | -0.4% | -7%[46 µM]
Cc1cc(S(=O)(=O)Nc2ccc(-c3ccc(N4CCCCCC4)nn3)cc2)c(C)cc1Cl | 0.0% | ?
COc1cc(C)ccc1OCCSc1nc2ccc(NC(=O)c3ccc4c(c3)OCO4)cc2s1 | 3.2% | 4%[46 µM]
CC(C)(C)C(=O)NCCc1csc2nc(-c3ccc(F)cc3)nn12 | -1.6% | 5%[46 µM]
Cc1ccc(-n2ncc3c(NCCCN4CCOCC4)ncnc32)cc1Cl | 1.2% | -9%[46 µM]
COc1ccc(-n2cnc3cc(C(=O)NC4CCCCCC4)ccc32)cc1 | 0.0% | 7%[46 µM]
COc1ccc(Br)cc1CNC(=O)c1cc(=O)[nH]c2ccc(S(=O)(=O)N3CCCCC3C)cc12 (stereo not given) | -0.9% | ?
CCOC(=O)c1[nH]c(C)c(CCC(=O)N2CCN(c3cc(Cl)ccc3C)CC2)c1C | 7.6% | ?
COc1ccc(NC(=O)CCCN2C(=O)CCn3nc(-c4cn(C)c5ccccc45)cc32)cc1 | -1.7% | -9%[46 µM]
CC(=O)c1ccc(NC(=O)Cn2c(-n3nc(C)cc3C)nc(C)cc2=O)cc1 | 11% | -20%[46 µM]
Cc1cn2c(=O)cc(COC(=O)c3ccc(NC(=O)COc4ccc(C)c(C)c4)cc3)nc2s1 | 14% | 7%[46 µM]
CCCCc1nn2c(=O)cc(COC(=O)c3ccc(NC(=O)c4cccs4)cc3)nc2s1 | 0.3% | 8%[46 µM]
CCOC(=O)N1CCc2c(sc(NCc3cccc(F)c3)c2C(=O)Nc2ccccc2OCC)C1 | -1.1% | -26%[46 µM]
CC(=O)c1ccc(NC(c2ccc(F)cc2)c2nnc(-c3ccccc3)o2)cc1 (stereo not given) | 1.1% | -33%[46 µM]
Cc1ccc(NC(=O)CSc2nc3ccc(NC(=O)CCc4ccccc4)cc3s2)c(C)c1 | 2.7% | 11%[46 µM]
Cn1c(=O)n(Cc2ccccc2)c(=O)c2c1nc1n2CCN1c1ccccc1 | 0.0% | 0%[46 µM]
O=C(COc1ccc([N+](=O)[O-])cc1)N1CCC(c2nc3ccccc3s2)CC1 | -0.8% | ?
Cc1cccc(NC(=O)CSc2nnc(NC(=O)Nc3ccccc3)s2)c1C | -0.1% | 22%[46 µM]
Cc1ccc(CNC(=O)C(=O)Nc2c3c(nn2-c2ccc(F)cc2)CSC3)cc1 | -0.1% | ?
Cc1ccc(N2CCN(C(=O)Cn3ncc4c([nH]c5ccc(C)cc54)c3=O)CC2)c(C)c1 | -0.4% | -1%[46 µM]
Cc1ccc(NC(=O)C2CCN(S(=O)(=O)c3ccc4[nH]c(=O)ccc4c3)CC2)cc1C | 0.0% | -7%[46 µM]

Gathered by group: the compounds so far containing a halogen.
SMILES | Epigenetic reg | Lamin A splicing
Cc1ccc(-n2ncc3c(NCCCn4ccnc4)ncnc32)cc1Cl | 1.8% | -9%[46 µM]
O=C(Nc1ccc(Cl)cc1C(F)(F)F)c1cc(S(=O)(=O)NCc2ccccc2)ccc1F | 2.5% | -8%[46 µM]
CC(C)c1nc2ccc(C(=O)NCCCN3CCN(c4ccccc4F)CC3)cc2o1 | -1.7% | -8%[46 µM]
Cc1cc(S(=O)(=O)Nc2ccc(-c3ccc(N4CCCCCC4)nn3)cc2)c(C)cc1Cl | 0.0% | ?
CC(C)(C)C(=O)NCCc1csc2nc(-c3ccc(F)cc3)nn12 | -1.6% | 5%[46 µM]
Cc1ccc(-n2ncc3c(NCCCN4CCOCC4)ncnc32)cc1Cl | 1.2% | -9%[46 µM]
COc1ccc(Br)cc1CNC(=O)c1cc(=O)[nH]c2ccc(S(=O)(=O)N3CCCCC3C)cc12 (stereo not given) | -0.9% | ?
CCOC(=O)c1[nH]c(C)c(CCC(=O)N2CCN(c3cc(Cl)ccc3C)CC2)c1C | 7.6% | ?
CCOC(=O)N1CCc2c(sc(NCc3cccc(F)c3)c2C(=O)Nc2ccccc2OCC)C1 | -1.1% | -26%[46 µM]
CC(=O)c1ccc(NC(c2ccc(F)cc2)c2nnc(-c3ccccc3)o2)cc1 (stereo not given) | 1.1% | -33%[46 µM]
Cc1ccc(CNC(=O)C(=O)Nc2c3c(nn2-c2ccc(F)cc2)CSC3)cc1 | -0.1% | ?

The results go on:
SMILES | Epigenetic reg | Lamin A splicing
COc1ccc(Nc2cc(C(=O)NCCCN(C)Cc3ccccc3)c3ccccc3n2)c(OC)c1 | 0.8% | -2%[46 µM]
O=C(Nc1ccccc1)N(Cc1cccs1)c1ccc(Cl)cc1 | -3.2% | -4%[46 µM]
Cc1ccc(NC(=O)c2oc3ccc(S(=O)(=O)N4CCC5(CC4)OCCO5)cc3c2C)c(C)c1 | 0.9% | -2%[46 µM]
CC(C)c1ccc(NC(=O)c2ccc(CN3CC(=O)N4CCCCC4C3=O)cc2)cc1 (stereo not given) | -0.4% | -5%[46 µM]
COc1ccccc1CNS(=O)(=O)c1ccc2[nH]c3c(c2c1)CCCCC3 | 3.0% | -22%[46 µM]
CCCCN(CC)CCCNC(=O)c1ccc2c(c1)N(Cc1ccc(C)cc1)C(=O)c1ccccc1S2 | 9.6% | ?
COc1ccc(CNc2nc(SCc3ccccc3Cl)nc3ccccc23)cc1 | -1.3% | ?
COc1ccc(NC(=O)/C=C\C(=O)N(c2ccc(C(C)C)cc2)C(C(=O)NCc2ccco2)c2ccc(C)cc2)cc1 (stereo not given) | -3.5% | -17%[46 µM]
CC(C)CNC(=O)Nc1cc(C(=O)NCc2ccc(C(C)C)cc2)ccc1N1CCCC1 | -0.1% | 6%[46 µM]
Cc1nn(C)c2c1c(C(F)(F)F)cc(=O)n2CC(=O)NC(C)(C)C | 2.5% | ?
CCOC(=O)c1ccc2c(c1)N(C(CC)C(=O)Nc1ccccc1OC)C(=O)c1ccccc1S2 (stereo not given) | -0.9% | ?
CC(C)Cn1cc(NC(=O)NCc2ccccc2Cl)c2ccccc2c1=O | -1.3% | 2%[46 µM]
Cc1ccc2nc(CN3CCN(S(=O)(=O)c4ccc(F)cc4)CC3)oc2c1 | -2.6% | -10%[46 µM]
Cn1cc(S(=O)(=O)c2ccc(Cl)cc2)c(=O)c2cc(F)c(N3CCOCC3)cc21 | 0.0% | -12%[46 µM]
COc1cccc(CNC(=O)CCCn2c(=O)c3cccn3c3ccc(F)cc32)c1OC | 1.4% | 9%[46 µM]
COc1ccc(CCNc2ncnc3c2nnn3C)cc1 | 5.6% | 0%[46 µM]
Cc1cc(NC(=O)CSc2ncc(C(=O)Nc3ccc(Cl)cc3)c(=O)n2C)no1 | 6.1% | -5%[46 µM]
CC1=C(C(=O)Nc2ccccc2)C(c2ccccc2C)n2ncc(C(=O)Nc3ccccc3)c2N1 (stereo not given) | -0.4% | -5%[46 µM]
CCCc1nn2c(=O)cc(COC(=O)c3ccccc3NC(=O)C3CCCCC3)nc2s1 | -2.2% | -8%[46 µM]
CCc1ccccc1NC(=O)CSc1nnc(-c2ccccc2)c(-c2ccccc2)n1 | 4.7% | 4%[46 µM]
CC(C)N1CCc2c(sc(NC(=O)c3ccc(S(=O)(=O)N(C)C4CCCCC4)cc3)c2C(N)=O)C1 | ? | ?
CC1=C(C(=O)Nc2ccc(C)cc2C)C(c2cccn2C)n2ncnc2N1 (stereo not given) | -1.7% | 26%[46 µM]
COc1ccc(N2CC(C(=O)NCc3nnnn3-c3ccc(C)c(C)c3)CC2=O)cc1 (stereo not given) | 7.0% | 4%[46 µM]
CCn1c2c(c(=O)n3ncc(C(=O)Nc4ccc(C(=O)OC)cc4)c13)CN(Cc1ccc(OC)cc1)CC2 | -1.7% | ?
O=S(=O)(NCC(c1ccco1)N1CCN(c2ccccc2)CC1)c1cc(F)ccc1F (stereo not given) | 0.2% | 11%[46 µM]
Going on with the list:
SMILES | Epigenetic reg | Lamin A splicing
CCc1ccc(C2=CC(c3cccc(Br)c3)n3nnnc3N2)cc1 (stereo not given) | 1.1% | 19%[46 µM]
CCCn1cc(S(=O)(=O)c2ccccc2)c(=O)c2cc(F)c(N3CCCC3)cc21 | 0.0% | 6%[46 µM]
COc1ccccc1Nc1ncnc2c1nc1n2CCCCC1 | -1.2% | 1%[46 µM]
Cc1nc(-c2ccc(F)cc2)sc1CCNC(=O)Cc1ccc(F)cc1 | 0.0% | ?
O=C(Nc1nnc(S(=O)(=O)N2CCOCC2)s1)c1ccccc1Cl | 3.7% | -2%[46 µM]
COc1ccc(-c2nc(C)c(CCNC(=O)C(=O)Nc3ccccc3OC)s2)cc1 | 2.2% | ?
CN(CC(=O)Nc1cccc(C(F)(F)F)c1)S(=O)(=O)c1ccc2[nH]c3c(c2c1)CCCC3 | -0.2% | ?
O=C(NCC12CC3CC(CC(C3)C1)C2)c1cc2nc(-c3ccc(F)cc3)cc(C(F)(F)F)n2n1 | -0.1% | -2%[46 µM]
CCOc1ccc(C(=O)NCC(c2ccc3c(c2)OCO3)N2CCN(C)CC2)cc1 (stereo not given) | 1.1% | ?
O=C1CC(c2cccc(O)c2)c2c(nc(SCc3ccccc3F)[nH]c2=O)N1 (stereo not given) | 3.2% | -16%[46 µM]
O=C(CSc1ncccc1C(=O)Oc1ccccc1Cl)Nc1ccc(C(F)(F)F)cc1Cl | 0.4% | 2%[46 µM]
O=C(COc1ccc(F)cc1)NCc1ccc2c(c1)CCN2C(=O)c1ccc(F)cc1 | 7.8% | ?
Cc1ccc(OCC(=O)Nc2nnc(S(=O)(=O)N3CCc4ccccc43)s2)cc1 | 0.0% | 4%[46 µM]
Cc1c(Cl)cccc1-n1ncc(C(=O)N2CCOCC2)c1C1CCN(C(=O)OC(C)(C)C)CC1 | 1.3% | ?
CC(C)(C)NS(=O)(=O)c1ccc2nc(NC(=O)c3cccnc3)sc2c1 | -2.2% | -20%[46 µM]
CN(C)c1ccc(C(CNS(=O)(=O)c2ccc(Cl)cc2)N2CCCC2)cc1 (stereo not given) | -5.1% | -6%[46 µM]
COC(=O)c1ccc(OCC2c3cc(OC)c(OC)cc3CCN2C(=O)c2ccc(OC)cc2)cc1 (stereo not given) | 1.8% | -13%[46 µM]
COc1ccccc1C(=O)Nc1ccc(C(=O)OCc2cc(=O)n3ccsc3n2)cc1 | -5.4% | -13%[46 µM]
CC(C)c1ccc(Nc2ncnc3c2c(-c2ccccc2)cn3-c2ccccc2)cc1 | 1.2% | -5%[46 µM]
CCOc1ccc(S(=O)(=O)NCC(c2ccc(N(C)C)cc2)N2CCc3ccccc32)cc1 (stereo not given) | -0.2% | -10%[46 µM]
Cc1c(CCNC(=O)Cc2ccccc2)sc2nc(-c3ccc(F)cc3)nn12 | -0.6% | ?
O=C(NCCc1ccccc1)C1CCN(c2ncnc3c2nc2n3CCCCC2)CC1 | -0.2% | 2%[46 µM]
Cc1cccc(NC(=O)c2ccc(-n3c(C)nnc3C)cc2)c1 | 0.0% | -18%[46 µM]
COc1ccc(CNC(=O)c2cc(-c3ccc(C)cc3)nc3n[nH]c(-c4ccc(Br)cc4)c23)cc1 | -0.2% | 4%[46 µM]
CCOc1ccc(OCC(=O)NCCS(=O)(=O)N2CCN(c3ccc(F)cc3)CC2)cc1 | 4.2% | 11%[46 µM]
Later entries
SMILES | Epigenetic reg | Lamin A splicing
Cc1ccc(CN(C(=O)COc2ccc(Cl)c(C)c2)c2ccccn2)o1 | -2.4% | -12%[46 µM]
Cc1ccc(S(=O)(=O)c2cn(C)c3cc(N4CCCCCC4)c(F)cc3c2=O)cc1 | -1.2% | 16%[46 µM]
CCOC(=O)c1cc(-c2ccc(F)cc2)n(CCC(=O)NCc2ccc(C)cc2)c1C | 0.8% | ?
COc1ccccc1NC(=O)c1c(NCc2ccc(C)o2)sc2c1CCC(C)C2 (stereo not given) | 0.0% | ?
CCN1CCN(c2csc3ccc(Br)cc3c2=O)CC1 | -1.7% | -3%[46 µM]
Cn1c(=O)c2nc(SCC(=O)Nc3ccc(Cl)c(Cl)c3)n(C)c2n(C)c1=O | 4.2% | 1%[46 µM]
COc1cc(C2CC(=O)Nc3c2c(C)nn3-c2nc(C)cc(C)n2)cc(OC)c1O (stereo not given) | -2.4% | 14%[46 µM]
COc1ccc(C(=O)Nc2nc(-c3ccc(Br)cc3)ns2)cc1 | -2.4% | -4%[46 µM]
O=C(CSc1nccn1Cc1ccccc1)NCc1ccccc1Cl | -1.9% | -7%[46 µM]
CC(=O)c1cc(-c2ccc(F)cc2)n(CCC(=O)Nc2nc3ccc(C)cc3s2)c1C | 4.3% | 0%[46 µM]
CCOc1cccc2sc(N3CCN(C(=O)c4ccc5c(c4)CCCC5)CC3)nc12 | 3.9% | -15%[46 µM]
CCOc1ccc(-c2nnc(SCC(=O)NC3CCCCC3)nc2-c2ccc(OCC)cc2)cc1 | 3.5% | ?
Cc1cc(C)cc(N2C(=O)CS(=O)(=O)C23C(=O)N(Cc2ccc(F)cc2)c2ccc(C)cc23)c1 (stereo not given) | 11% | 12%[46 µM]
Cn1nnnc1SCCCNCc1cc(Br)ccc1OCc1ccccc1 | -1.6% | ?
